NPY1 pot ag = human NPY-Y1 potentiation or agonism, primary screen; P25929; NPY-Y1 expressing cells, potentiator/agonist activation; activation, % at 3.6 µM; 220,000 compounds, 0.37% hits; AID 1304; in the data active means activation above about 33%, passing the limit was not always enough;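 further: cells stimulated with NPY at EC10 then isoproterenol at EC100; 0% = low agonist plus stimulus and 100% = saturating agonist plus stimulus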
S1P4 antag = blocks the human S1P4 receptor; S1P4-expressing cells, antagonist mode, reporter read-out; inhibition, % at 4.98 µM; 220,000 compounds, 0.26% hits; in the data active means inhibition above about 29%;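 further: 0% = wells stimulated with agonist and 100% = vehicle wells without agonist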
NPY-Y1 antag = NPY-Y1 (human) receptor antagonism; HEK293-CNG Y1 cells, membrane potential fluorescence; NPY at EC95, then isoproterenol; inhibition, % at 3.6 µM; P25929; 200,000 compounds, 1% hits;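 active means inhibition above the campaign mean inhibition of all tested compounds plus 3 SD, cut at about 20% in these data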;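 further: 0% = DMSO wells given NPY plus isoproterenol and 100% = isoproterenol alone without NPY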
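Material: HEK293 cells co-expressing NPY Y1 receptor and cyclic-nucleotide gated channel. Timing: compound incubation 1 h at room temperature, readout 45 min post-stimulation. Signal: fluorescence, membrane potential probe.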
eIF4E 4G PPI = eIF4E/eIF4G interaction inhibition in translation initiation; TR-FRET eIF4E-eIF4GI(517-606) binding, 2 h; inhibition, % at 21.7 µM; 220,000 compounds, 0.37% hits;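 active means inhibition above about 30%, limit read from the data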;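 further: 0% = full FRET control wells and 100% = background wells lacking eIF4GI fragment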
S1P4 agonist = agonists of human S1P4 receptor; S1P4-expressing cell line, agonist reporter assay; activation, % at 4.98 µM; 220,000 compounds, 0.35% hits; AID 1509; in the data active means activation above about 11%;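 further: 0% = DMSO vehicle and 100% = reference agonist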
EP2 mod = EP2 receptor (human) modulation | EP2-expressing cells, cAMP HTRF FRET, PGE2 co-stimulation | induction, % at 25 µM | 260,000 compounds, 0.83% hits | AID 940;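 active means compounds whose cAMP rise, as percent of the full-agonist control response, exceeds 60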;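 further: rat C6 glioma line stably carrying human EP2 under a CMV promoter; the protocol text gives 20 µM as final concentration; 100% = response of wells given 1 µM PGE2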
PGE2 EP2 inh = inhibitors of human EP2 prostaglandin E2 receptor. inhibition, % at 25 µM. 260,000 compounds, 0.52% hits. C6 glioma cells expressing human EP2, cAMP TR-FRET; cells stimulated with saturating PGE2. P43116;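 active means percent inhibition above 40 after rounding to a whole number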;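 further: rat C6 glioma host cells with rolipram phosphodiesterase inhibitor present; the protocol text gives 20 µM as final concentration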
NPY2 pot ag = human NPY-Y2 potentiation or agonism, primary screen; P49146; cells expressing NPY-Y2, potentiator/agonist read-out; activation, % at 3.6 µM; 220,000 compounds, 0.45% hits; in the data active means activation above about 27%;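 further: cells stimulated with NPY near EC25 plus isoproterenol at EC100; 0% = vehicle plus submaximal agonist and 100% = vehicle plus saturating agonist; some results beyond the cut were filed as inactive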
p97 inhibitor = inhibitors of human p97 ATPase. inhibition, % at 8 µM. P55072. AID 1481. 220,000 compounds, 0.42% hits. recombinant p97 ATPase, Kinase-Glo ATP luminescence, 3 h; in the data active means inhibition above about 15%;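 further: 0% = DMSO vehicle and 100% = wells lacking enzyme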
Target sequence (P55072 whole entry, looked up): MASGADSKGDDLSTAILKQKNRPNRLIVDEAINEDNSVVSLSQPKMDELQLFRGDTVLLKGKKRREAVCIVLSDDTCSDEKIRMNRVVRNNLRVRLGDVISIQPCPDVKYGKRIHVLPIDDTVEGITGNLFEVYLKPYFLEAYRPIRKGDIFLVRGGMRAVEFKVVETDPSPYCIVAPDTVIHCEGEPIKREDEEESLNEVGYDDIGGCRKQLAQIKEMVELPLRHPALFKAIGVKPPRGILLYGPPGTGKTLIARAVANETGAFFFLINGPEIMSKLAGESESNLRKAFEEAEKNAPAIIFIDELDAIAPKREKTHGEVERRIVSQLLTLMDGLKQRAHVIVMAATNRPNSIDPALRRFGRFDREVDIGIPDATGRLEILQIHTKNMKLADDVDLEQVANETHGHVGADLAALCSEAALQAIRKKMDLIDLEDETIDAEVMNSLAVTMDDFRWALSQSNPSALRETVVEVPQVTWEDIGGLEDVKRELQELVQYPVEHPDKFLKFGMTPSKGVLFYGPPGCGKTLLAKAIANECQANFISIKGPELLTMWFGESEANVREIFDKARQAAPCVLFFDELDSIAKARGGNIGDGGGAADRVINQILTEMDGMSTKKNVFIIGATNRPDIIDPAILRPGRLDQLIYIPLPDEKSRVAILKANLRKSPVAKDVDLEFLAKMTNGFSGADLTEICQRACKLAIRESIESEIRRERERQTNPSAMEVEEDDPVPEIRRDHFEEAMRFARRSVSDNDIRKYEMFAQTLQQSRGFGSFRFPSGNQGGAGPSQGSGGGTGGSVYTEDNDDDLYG
* hit, by the source's call; . = no result given; & = joins results of further samples; [ ] = another dose, or the depositor's remark. This is a subset (hit frequency here may not be typical).

Preview, five compounds:
nr	structure	NPY1 pot ag	S1P4 antag	NPY-Y1 antag	eIF4E 4G PPI	S1P4 agonist	EP2 mod	PGE2 EP2 inh	NPY2 pot ag	p97 inhibitor
1	COC(=O)Nc1ccc(SCC(=O)c2ccccc2)cc1	-6	-7	-1	-2	0.6	-63	6	-1	-2
2	CCOc1ccccc1Nc1nc(N)nc(CSc2nccc(C)n2)n1	-14	-9	-1	1	0.1	-28	11	-9	-4
3	O=C(/C=C/NNC(=O)c1ccccc1)c1ccc(Br)cc1	15	-1	3	-3[fluorescence artefact?]	-0.3	-15	18	-27	2
4	O=C(NCc1ccco1)c1cc2ccccc2c(=O)o1	7	-15	3	-6[fluorescence artefact?]	1.3	1	19	7	2
5	Cc1ccccc1OCC(=O)NNC(=O)CCc1ccccc1	-7	-14	11	-4	0.3	-9	6	-5	7

This part in full, previewed entries included:
nr	structure	NPY1 pot ag	S1P4 antag	NPY-Y1 antag	eIF4E 4G PPI	S1P4 agonist	EP2 mod	PGE2 EP2 inh	NPY2 pot ag	p97 inhibitor
1	COC(=O)Nc1ccc(SCC(=O)c2ccccc2)cc1	-6	-7	-1	-2	0.6	-63	6	-1	-2
2	CCOc1ccccc1Nc1nc(N)nc(CSc2nccc(C)n2)n1	-14	-9	-1	1	0.1	-28	11	-9	-4
3	O=C(/C=C/NNC(=O)c1ccccc1)c1ccc(Br)cc1	15	-1	3	-3[fluorescence artefact?]	-0.3	-15	18	-27	2
4	O=C(NCc1ccco1)c1cc2ccccc2c(=O)o1	7	-15	3	-6[fluorescence artefact?]	1.3	1	19	7	2
5	Cc1ccccc1OCC(=O)NNC(=O)CCc1ccccc1	-7	-14	11	-4	0.3	-9	6	-5	7
6	CC(C)C1Oc2ccccc2N(CC(=O)N(Cc2ccncc2)Cc2ccco2)C1=O (stereo unspecified)	-6	-14	4	-3	-1.7	-21&3	6&7	12	-2
7	Cc1ccc(C(=O)N/N=C(/CC(=O)c2cccs2)C(F)(F)F)cc1	-11	-7	-2	6[fluorescence artefact?]	-0.1	-6	9	1	5
8	Cn1cc(CCC(=O)N2CCCC(C(=O)c3ccc(C(C)(C)C)cc3)C2)cn1 (stereo unspecified)	-1	-8	5	2	3.2	-2	2	-21	-1
9	Cc1ccc(S(=O)(=O)N2CCN(S(=O)(=O)c3ccc(C)cc3)C2c2ccccc2)cc1	0	0	2	.	-2.2	25	5	-1	-4
10	Cc1cc(=O)[nH]c(SCc2cccc3cccnc23)n1	-10	3	4	5	0.7	-7	4	-17	2
11	CC(C)C1O/C(=N/C(=O)Nc2ccc(Cl)c(Cl)c2)NC1=O (stereo unspecified)	-14	1	-1	8	-0.6	-27	10	11	9
12	CCN1CCC2(CCN(Cc3cn[nH]c3-c3ccc(OC)c(F)c3)C2)C1 (stereo unspecified)	-20	11	4	3	-0.3	-13	3	-17	-3
13	CCC(C)(C)c1ccc(Oc2ccc(N)cc2)cc1	-10	-9	2	1	0.6	-55	11	-9	-8
14	O=C1CC(Nc2ccc3ccccc3c2)C(=O)N1Cc1ccccc1 (stereo unspecified)	-31	-5	0	-3	1.0	-19	13	-7	2
15	CCCSc1nc2c(c(=O)n1-c1ccc(OCC)cc1)SCC2	10	-25	0	4	0.1	-15	7	-3	-2
16	O=C(Nc1ccccc1)c1ccc(-c2ccccc2)s1	-8	9	0	-8	-1.5	-28	8	-4	-5
17	CCOC(=O)N1CCN(S(=O)(=O)c2ccc(C(=O)Nc3nnc(C4CC4)o3)cc2)CC1	10	-20	3	0[fluorescence artefact?]	0.5	1	8	6	0
18	Cc1ccc(C)c(-c2nnc(OCC(=O)Nc3cc(C)on3)c3ccccc23)c1	1	-7	-3	3	-1.0	38	16	-5	3
19	O=[N+]([O-])c1cccc(S(=O)(=O)N2CCCC2)c1	-14	-17	1	3[fluorescence artefact?]	-1.7	5	7	4	2
20	O=C(NCc1ccco1)c1nc2c(nnn2Cc2ccccc2Cl)c(=O)[nH]1	-39	-20	11	5	0.2	9	4	-14	0
21	CCC(C)NCCCOc1c(C)cc(C)cc1Br (stereo unspecified)	-12	-17	-1	0	0.8	6	11	-2	-5
22	COc1ccccc1N1CCN(/N=C/c2ccc(OC)c(OC)c2OC)CC1	-10	-32	4	4	0.9	-10	1	-19	-2
23	Cc1sc2nc(SCC(=O)NCCOCCO)nc(N)c2c1C	13	2	-3	-2	2.1	11	9	-6	4
24	CCCOc1ccc(NC(=O)C2CC(=O)N3CCCN=C3S2)cc1 (stereo unspecified)	13	12	1	-3	0.3	-18	4	7	-1
25	CC1(C)CC(=O)C=C(NC2CCCCCCC2)C1	5	-2	-4	-2	-0.3	-4	5	3	-5
26	O=C(Cn1nc(C(F)F)cc1C1CC1)NCCC1=CCCCC1	-6	4	8	2[fluorescence artefact?]	-1.5	6	5	2	-5
27	O=S(=O)(N1CCOCC1)N1CCN(c2ccccc2F)CC1	16	-6	4	1	-1.7	-26	7	7	2
28	O=C(O)CCNc1nc(-c2ccccc2)nc2ccccc12	-15	-16	8	0	0.8	12	21	7	4
29	O=C(COC(=O)c1cccs1)NC12CC3CC(CC(C3)C1)C2	4	8	0	1	0.7	-21	5	15	0
30	O=C(Cc1cccs1)Nc1nc(-c2ccccc2)cs1	9	-16	-3	0	0.8	-34	9	12	3
31	Cc1ccc(NC(=O)c2cc(N(C)C)ccc2[P+](=O)O)cc1	1	-12	3	3	1.3	25	2	6	1
32	Cc1c(-c2ccco2)[n+](=O)c2c(n1[O-])CCC2	5	-6	1	1	2.6	-9	14	4	5
33	Cc1cc(NC(=O)CSc2nnc(-c3ccc(Br)o3)n2Cc2ccccc2)no1	-1	-9	10	1[fluorescence artefact?]	0.8	27	6	-1	-1
34	CC(=O)c1c(C)nc(C)nc1NC(=O)C(C)C	-24	-15	2	-1	-2.7	16	14	2	0
35	COc1ccc(OC)c(S(=O)(=O)N2CCC(C(=O)NCC3CCCO3)CC2)c1 (stereo unspecified)	11	1	-2	-10	-1.8	-1	12	6	4
36	CCN(CCCNS(=O)(=O)c1ccc2c(c1)CCN2C(C)=O)c1cccc(C)c1	-1	-15	-4	-3	0.1	-19	9	7	-9
37	O=C(Cc1cccc2ccccc12)NN1C(=O)/C(=C\c2cccnc2)SC1=S	-4	-15	.	-2	-0.2	5	2	4	4
38	COC(=O)C1CC(O)CN1C(=O)Nc1cccc(C(F)(F)F)c1 (stereo unspecified)	7	-3	-1	-2	1.0	27	4	-2	1
39	COC(=O)c1ccccc1SC1CC(=O)N(c2ccccc2)C1=O (stereo unspecified)	-4	-17	3	1	0.1	1	12	23	5
40	CCC(Sc1nc2ccccc2c(=O)n1CC1CCCO1)C(=O)NCc1cccnc1 (stereo unspecified)	-21	-25	8	4	-2.1	22	4	-10	-10
41	CS(=O)(=NS(=O)(=O)c1ccc(Cl)cc1)c1ccccc1 (stereo unspecified)	-7	3	.	8	0.8	-4	11	-17	-3
42	Cc1cccc(N(CC(=O)NC2CCCC2)C(=O)c2c(C)noc2C)c1	-16	-11	6	2	-0.8	13&17	7&6	-9	-7
43	O=C(CSc1nnc(NC(=O)c2ccco2)s1)NC1CCCCC1	1	-2	-1	0[fluorescence artefact?]	-1.8	2	12	-3	-2
44	COc1ccc(C(=O)Nc2cc(C)nc3ccccc23)cc1OC	-2	-22	1	2	3.0	8	2	-11	4
45	OCCC1CN(Cc2ccon2)CCN1Cc1ccc(F)c(F)c1 (stereo unspecified)	21	-14	5	3	0.9	9	13	1	7
46	N/C(=N\OC(=O)CCn1cccc(C(F)(F)F)c1=O)c1ccc(Cl)cc1	3	1	.	4	1.8	-22	8	8	-8
47	c1ccc(OCCCn2nnc(-c3ccncc3)n2)cc1	2	-9	7	3	1.8	-20	8	14	3
48	CCn1c(SCC(=O)Nc2sc(C)c(C)c2C#N)nnc1C1CC1	0	-11	.	0	-0.6	22&-12	16&4	20	-2
49	O=C(/C(=C/O)N=Nc1ccccc1)c1ccc(Cl)cc1	3	-17	-3	5	0.7	73*	1	0	3
50	COc1cc(SC)ccc1C(=O)OCC(=O)NC1CC1	-9	-9	6	1	-1.4	-11	4	-7	-8
51	CCN1CCN(CC(O)COCC2COc3ccccc3O2)CC1 (stereo unspecified)	25	-10	-3	-2	2.6	19	3	4	3
52	CCN1/C(=C/c2sc(-c3ccccc3C)c[n+]2C)Sc2ccccc21	-10	-9	40*	1	1.4	-43	16	21	0
53	O=C(CC1SCCNC1=O)Nc1cccc([N+](=O)[O-])c1 (stereo unspecified)	19	-5	.	1	1.7	11	7	-3	2
54	CCOc1cc(S(=O)(=O)N2CCC(C(N)=O)CC2)ccc1F	-4	-7	9	-9	2.7	0	8	-8	1
55	O=C(CCCOc1ccc(Cl)cc1Cl)Nc1ncccn1	6	-3	.	3	2.2	-22	8	10	7
56	Cn1c(-c2ccc3ccccc3n2)nc2cnccc21	-2	2	8	-1	1.7	-6	14	-14	0

Structures above that contain a nitro group on carbon (two):
nr	structure	NPY1 pot ag	S1P4 antag	NPY-Y1 antag	eIF4E 4G PPI	S1P4 agonist	EP2 mod	PGE2 EP2 inh	NPY2 pot ag	p97 inhibitor
19	O=[N+]([O-])c1cccc(S(=O)(=O)N2CCCC2)c1	-14	-17	1	3[fluorescence artefact?]	-1.7	5	7	4	2
53	O=C(CC1SCCNC1=O)Nc1cccc([N+](=O)[O-])c1 (stereo unspecified)	19	-5	.	1	1.7	11	7	-3	2

Bioassay records (PubChem BioAssay)
